Pin1 inh: blocks the human prolyl isomerase Pin1. Q13526. Pin1 FP peptide displacement, HiFluor488, 10 min. Potency, µM (doses to about 115 µM), for inactives: at the top dose activity, negative = inhibition, hits mostly inhibitors. 390,000 compounds, 0.009% hits. AID 504891; active = well fitted inhibition curve with a large enough effect in the polarisation, with a control signal flat, not every such curve was filed as active; inconclusive = small, poorly fitted or top-dose-only effect, or effect the other way, or a change in a side signal; inactive = no such curve, though single readings can be large or run the other way; the % refers to the polarisation; also: potency is read from the fitted curve at half-maximal effect; % is scaled to controls: 0 for no effect and ±100 for the full control effect
Target sequence (Q13526 whole entry, looked up): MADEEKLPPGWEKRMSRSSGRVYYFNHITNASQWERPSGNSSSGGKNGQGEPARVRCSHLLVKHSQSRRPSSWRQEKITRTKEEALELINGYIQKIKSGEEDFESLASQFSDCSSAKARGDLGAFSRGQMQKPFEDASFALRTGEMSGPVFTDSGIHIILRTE
G9a inh: blocks human histone lysine methyltransferase G9a; AID 504332; 350,000 compounds, 8.8% hits; Potency, µM (titrated, usually from 102 µM), for inactives: at the top dose activity, negative = inhibition, usual class: inhibitors; G9a H3K9 monomethylation, AlphaScreen, 2 h; also: potency is read from the fitted curve at half-maximal effect; % is scaled to controls: 0 for no effect and ±100 for the full control effect; nearly all actives have a fitted effect of over 75% in size
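AlphaScreen detection with an anti-monomethyl H3K9 antibody quantified product after a 2 h room-temperature reaction containing 500 nM biotinylated H3K9 peptide, 20 µM SAM and 20 nM enzyme, which had been preincubated 15 min with compound.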
JMJD2A Tudor: blocks the human JMJD2A Tudor domain; O75164; AlphaScreen JMJD2A-Tudor / H3K4me3 peptide binding; Potency, µM (top dose mostly 114 µM), for the others: at the top dose activity change, negative = inhibition, hits mostly inhibitors; 390,000 compounds, 4.4% hits; AID 504339; also: potency is read from the fitted curve at half-maximal effect; % is scaled to controls: 0 for no effect and ±100 for the full control effect; nearly all actives have a fitted effect of over 50% in size
GLS inhibitor: glutaminase GLS (human) inhibition | O94925 | GLS enzymatic activity, qHTS titration | Potency, µM (series often up to 45.5 µM), for inactives: at the highest dose activity change, negative = inhibition, hits mostly inhibitors | 410,000 compounds, 0.21% hits | AID 624170; also: potency is read from the fitted curve at half-maximal effect; % is scaled to controls: 0 for no effect and ±100 for the full control effect
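Read-out is an Amplex red fluorescence increase coupled through glutamate oxidase and HRP, measured before and after 30 min room-temperature incubation. hKGA is in 45 mM KH2PO4 (pH 8.2) with 0.02% Tween-20; glutamine added as 1mM solution.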
BAZ2B inh: inhibitors of human BAZ2B bromodomain; Q9UIF8; AlphaScreen BAZ2B-H3K14Ac peptide displacement; Potency, µM (series often up to 114 µM), for the others: at the top dose activity change, negative = inhibition, most hits filed as inhibitors; 360,000 compounds, 4.4% hits; also: potency is read from the fitted curve at half-maximal effect; % is scaled to controls: 0 for no effect and ±100 for the full control effect; nearly all actives have a fitted effect of over 60% in size
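In this displacement format the biotinylated H3(5-23) peptide acetylated at Lys14 serves as ligand at 50 nM, with BAZ2B at 50 nM in PBS pH 7.4 containing 0.01% Tween-20. Donor and acceptor beads are 10 ug/mL final.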
ERG Ets-DNA blk: inhibitors of human ERG Ets domain-DNA interaction; P11308; fluorescence polarization, His-ERG Ets domain / labelled DNA; Potency, µM (doses to about 76.9 µM), for inactives: at the highest dose FP activity, negative = inhibition, usual class: inhibitors; 370,000 compounds, 0.028% hits; AID 624246; active = well fitted inhibition curve with a large enough effect in the polarisation, with a control signal flat; inconclusive = small, poorly fitted or top-dose-only effect, or effect the other way, or a change in a side signal; inactive = no such curve, though single readings can be large or run the other way; the % refers to the polarisation;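 also: polarization taken with two DNA probes labelled with fluorescein and Texas red; potency is read from the fitted curve at half-maximal effect; % of control where 0% means no effect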
Target sequence (P11308 whole entry, looked up, the tested form may be a part): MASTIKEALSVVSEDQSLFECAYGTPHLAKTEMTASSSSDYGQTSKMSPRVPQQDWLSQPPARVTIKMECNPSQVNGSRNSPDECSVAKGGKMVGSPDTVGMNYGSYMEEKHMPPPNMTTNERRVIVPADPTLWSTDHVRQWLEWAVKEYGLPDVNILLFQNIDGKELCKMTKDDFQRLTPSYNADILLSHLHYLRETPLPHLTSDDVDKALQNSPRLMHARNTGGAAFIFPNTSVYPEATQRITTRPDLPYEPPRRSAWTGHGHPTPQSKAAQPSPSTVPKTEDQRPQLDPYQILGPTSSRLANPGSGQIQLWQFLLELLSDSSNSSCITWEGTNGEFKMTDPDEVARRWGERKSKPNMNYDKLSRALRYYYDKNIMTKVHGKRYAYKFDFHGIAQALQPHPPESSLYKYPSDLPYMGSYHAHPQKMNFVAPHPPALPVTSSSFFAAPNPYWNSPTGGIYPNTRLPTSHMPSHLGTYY
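His-tagged ERG Ets domain (1 uM in the protein solution; 300mM KCl, 50mM Tris-HCl, 1mM EDTA, 1mM DTT, pH 7.5) received compound, then a probe mix of 5 nM fluorescein-DNA and 100nM Texas-615-DNA. Fluorescence polarization was read for both dyes.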
PI4K2A inh: blocks human PI4K2A kinase activity; activity change, negative = inhibition, % at 76.9 µM; AID 1346378; 420,000 compounds, 0.13% hits; purified PI4K2A, ADP-Glo luminescence, 1 h; active compounds read low; in the data active = activity change below about -50%; inconclusive = mostly about -30% to -49%;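 also: -100% = wells without enzyme as full effect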
Target sequence (Q9BTU6 whole entry, looked up): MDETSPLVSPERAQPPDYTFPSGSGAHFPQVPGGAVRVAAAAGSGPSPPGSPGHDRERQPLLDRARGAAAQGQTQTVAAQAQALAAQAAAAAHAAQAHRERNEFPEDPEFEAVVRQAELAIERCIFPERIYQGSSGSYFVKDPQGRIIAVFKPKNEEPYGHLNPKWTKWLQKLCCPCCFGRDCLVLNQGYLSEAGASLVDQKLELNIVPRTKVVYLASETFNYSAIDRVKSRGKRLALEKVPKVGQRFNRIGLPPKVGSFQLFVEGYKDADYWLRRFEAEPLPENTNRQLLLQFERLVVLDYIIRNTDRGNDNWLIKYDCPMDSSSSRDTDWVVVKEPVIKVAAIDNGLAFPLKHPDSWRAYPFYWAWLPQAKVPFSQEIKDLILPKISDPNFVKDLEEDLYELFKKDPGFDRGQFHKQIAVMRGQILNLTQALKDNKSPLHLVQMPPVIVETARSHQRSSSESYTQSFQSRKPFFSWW
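PI4K2A activity was measured by ADP-Glo luminescence: enzyme (4 ug/mL stock) and phosphatidylinositol (1.2 mM stock) in Tris pH 7.5/MgCl2/EGTA/Triton X-100 buffer were reacted with ATP (300 microM stock) for one hour at ambient temperature.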
PGK inhibitor: inhibitors of T. brucei phosphoglycerate kinase. PGK/GAPDH coupled, Kinase-Glo luminescence, 60 min. Potency, µM (highest dose often 57.5 µM), for the others: top-dose activity change, negative = inhibition, usual class: inhibitors. 380,000 compounds, 0.043% hits. P07378; also: potency is read from the fitted curve at half-maximal effect; % is scaled to controls: 0 for no effect and ±100 for the full control effect; nearly all actives have a fitted effect of over 60% in size
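Recombinant glycosomal PGK reaction used 1,3-bisphosphoglycerate generated in-well by GAPDH (100nM final) in 100mM TEA pH 7.6, 5mM MgCl2, 0.01% Tween-20. After 60 minutes at room temperature, ATP was read by Kinase-Glo Plus luminescence end-point.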
HP1b binding inh: blocks HP1-beta chromodomain binding to methylated histone tails | AID 540317 | P83916 | 390,000 compounds, 0.56% hits | Potency, µM (doses to about 114 µM), without a hit: top-dose activity change, negative = inhibition, usual class: inhibitors | AlphaScreen HP1-beta / biotin-H3K9me3 peptide binding; also: potency is read from the fitted curve at half-maximal effect; nearly all actives have a fitted effect of over 70% in size; inactives centre near 23
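AlphaScreen: HP1-beta (50 nM) preformed 30 min with biotin-H3(1-18)K9me3 peptide (50 nM) in PBS pH 7.4, 0.01% Tween-20. Compound added for 30 min at RT, then streptavidin donor/nickel chelate acceptor beads (10 ug/mL) for 30 min.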
Numbers without * were called inactive; i = inactive; ? = inconclusive; nt = no result given; & = joins results of further samples; [ ] = another dose, or the depositor's remark. Unless noted, calls follow the shape of the dose curve; as a rule, active = well fitted curve in the direction sought with a large enough effect; inconclusive = small, poorly fitted or top-dose-only effect, or another doubt; inactive = no such curve, though single readings can be large; an effect the other way counts as inactive or inconclusive. The order is random. Share with any hit: about 11%.

SMILES | PGK inhibitor | HP1b binding inh | PI4K2A inh | GLS inhibitor | ERG Ets-DNA blk | BAZ2B inh | JMJD2A Tudor | Pin1 inh | G9a inh
Cc1c(C(=O)N2CCC[C@H]2CO)oc2c(F)cccc12 | -1% | 17% | 1 | -1% | -1% | 2% | -2% | -1% | 38%
c1ccc(-c2noc(-c3ccco3)n2)nc1 | -19% | -12% | -13 | -13% | -4% | 11% | 10%[11.4 µM] | 0% | 21%[59 µM]
C/C(CC(=O)Nc1ccc(N(C)C)cc1)=N\NC(=O)c1ccc(C(C)(C)C)cc1 | -8% | 23% | 1 | 32%[activator] | 3% | ? | -31% | 2% | nt
OCCNCc1cc(Br)ccc1OCc1ccccc1 | i | 38% | 6 | -8% | 0% | 3% | -6% | -13% | -9%[59 µM]
CCOC(=O)C1=C2c3ccc4ccccc4c3CC(C)(C)N2C(=O)C1=O | i | 37% | -2 | 0% | -13% | -2% | -13% | -18% | ?
CCCCn1c(N)c(N(CCOC)C(=O)C2CC(=O)N(Cc3ccco3)C2)c(=O)[nH]c1=O (centres undefined) | -7% | 33% | 4 | -3% | 11% | -1% | 1% | 0% | 13%[12.7 µM]
COc1cccc(-c2cc(C(F)(F)F)nc(-n3cccn3)n2)c1 | 3% | 76%[activator] | 1 | -2% | -10% | 4% | 10% | 2% | 12%
COc1ccc(N(C)C(=S)Nc2ccc3nc(C)c(C)nc3c2)cc1 | -3% | ? | 2 | 24% | 1% | -7% | -22% | 4% | ?
CC(=O)Nc1nc(C)nc(-c2ccccc2OC(C)=O)n1 | -5% | 33% | 5 | 4% | 0% | -5% | -24% | -1% | -20%[59 µM]
COc1ccccc1C(=O)NNC(=O)c1ccc(NC(=O)CC(C)C)cc1 | i | 48%[activator] | -2 | 3% | -12% | ? | -4% | -5% | -12%
CCN(CC)c1ccc(NC(=O)CCCN2C(=O)C(c3ccccc3)Oc3cccnc32)c(C)c1 (centres undefined) | -6% | 15% | 0 | -9% | 2% | -39% | -21% | 2% | 2.8µM*
N=c1ccn(Cc2ccc([N+](=O)[O-])cc2)cc1 | -10% | 26% | 2 | -16% | -8% | 2% | -6% | -1% | 13%
CC(C)CC(=O)Nc1c2c(nn1-c1cccc(Cl)c1)CS(=O)C2 (centres undefined) | 5% | 31% | 1 | 31%[activator] | 15% | -8% | 8% | -1% | 9%
CCn1c(=NC(=O)CCS(=O)(=O)c2ccccc2)sc2cccc(OC)c21 | -1% | 12% | 5 | 8% | 3% | -5% | -12% | 43%[activator] | nt
O=C(NCCn1cc(SCC(=O)N2CCOCC2)c2ccccc21)c1c(F)cccc1F | -2% | 44%[activator] | -3 | -1% | -4% | -4% | -8% | -6% | 0%
CCC(C)[C@H]1CN=C(N)N1CCCc1cc(OC)c(OC)c(OC)c1 (some centres undefined) | -1% | 31% | -2 | -1% | -5% | 1% | -11% | 4% | 35%[59 µM]
CN(C(=O)c1cccc(NC(=O)Cc2ccc(NC(=O)C3CCN(S(=O)(=O)c4cccc([N+](=O)[O-])c4)CC3)cc2)c1)C1CCCC1 | 0% | 22% | 0 | 3% | -9% | nt | -14% | 23% | nt
COc1ccc(CCN=C(N)C(C)c2ccccc2)cc1OC (centres undefined) | i | -2% | 0 | 1% | 4% | -4% | -13% | -11% | 10%[12.7 µM]
CCOC(=O)C1=C(COC(=O)c2ccc([N+](=O)[O-])o2)NC(=O)NC1C (centres undefined) | 0% | 43%[activator] | -7 | 16% | 4% | 12% | -10% | -2% | ?
COc1ccc(COC(=O)CN2C(=O)NC3(CC(C)CC(C)(C)C3)C2=O)cc1F (centres undefined) | -4% | 26%[57 µM] | 1 | -18% | -4% | nt | -8% | -1% | nt
CC(C)Nc1nc(-c2ccccc2)nnc1-c1ccccc1 | -5% | 28% | -2 | -3% | -1% | -11% | -16% | 1% | -3%
Cc1ccc(C(=O)OCCc2sc[n+](Cc3ccccc3)c2C)cc1 | 4% | 19% | -2 | 7% | -5% | -2% | -6% | 0% | 5%
O=C1/C(=C/c2ccc(O)cc2)SC(=S)N1Cc1cccnc1 | 4% | 10% | -2 | -2% | 52%[activator] | -1% | -5% | 39%[activator] | -45%[59 µM]
COc1ccc(-n2c(SCC(=O)NCc3cccs3)nnc2-c2ccoc2C)cc1 | -3% | 7% | -2 | 0% | -14% | ? | ? | nt | -8%[12.7 µM]
CC(C)c1nc(=S)c2ccccc2[nH]1 | i | -5% | -3 | -8% | 4% | -7% | ? | 0% | ?
O=C(Nc1cccnc1)c1cc(-c2cccs2)on1 | -10% | 6% | 4 | -10% | -10% | ? | -15% | 13% | -1%[12.7 µM]
CCOC(=O)C(CSCC(=O)c1ccc(Cl)cc1)NC(=O)OC(C)(C)C (centres undefined) | 4% | 89%[activator] | -2 | 4% | -2% | 6% | 30% | -2% | 5%[59 µM]
COc1ccc(CCNC(=O)Cc2c(C)c3c(cc(C)c4c(C)c(C)oc43)oc2=O)cc1 | -3% | 24% | 1 | -9% | -6% | 0% | -19% | 0% | 6%[59 µM]
O=C(Nc1ccc2c(c1)C(=O)NC2=O)c1ccc2ncsc2c1 | 0% | 28% | 1 | -9% | -18% | -13% | -19% | 43%[activator] | -40%
O=C(Nc1ccnn1C1CCN(C(=O)c2ccccc2C(F)(F)F)CC1)C1CC1 | -13% | 28% | -9 | -1% | -13% | 2% | -14% | -5% | 27%
Cn1cc(S(=O)(=O)N2CCN(c3ccccc3)CC2)c(=O)n(C)c1=O | -10% | 27% | 1 | -5% | 7% | -5% | 7% | 1% | -14%[59 µM]
CSc1nc(-c2ccccc2)nc(NC(C)=O)c1C(C)=O | -4% | 51%[activator] | -1 | -4% | -6% | -14% | 1% | 0% | 0%
COc1ccc(OC)c(CCNC(=O)CCCc2nnc3n(C)c(=O)c4sccc4n23)c1 | -1% | -13%&29% | -3&-5 | 4%&1% | 0%&5% | 6%&-1% | -21%&-4% | -16%&-5% | 18%
O=C(NCCCn1ccnc1)c1cccnc1 | 3% | 47% | 0 | 0% | 2% | -11% | -7% | -8% | 7%[59 µM]
CS(=O)(=O)C1=NSC2=NC(=O)/C(=C\c3ccc(OC(=O)c4ccco4)c(Br)c3)C(=N)N21 | -4% | -5%[57 µM] | 7 | 27% | 21% | 56µM* | ? | 60%[activator] | 20µM*
Cc1nnc(NCc2ccncc2)c2ccccc12 | i | 36% | 1 | -3% | -11% | 43%[activator] | -34% | ? | 17%[0.0925 µM]
O=C(NCC(c1cccs1)N1CCOCC1)c1cc([N+](=O)[O-])cc([N+](=O)[O-])c1 (centres undefined) | -3% | 42% | -11 | 7% | 11% | 11% | -20% | 2% | 17%
CC(=O)c1c(N2CCN(CCO)CC2)nc(=S)n(-c2ccccc2)c1C | 1% | -9% | -6 | 29% | 7% | -15% | -4% | 0% | -41%
O=C(CSc1nccc(=O)[nH]1)NC1CCCC1 | -10% | 8% | -1 | -1% | 4% | -1% | -14% | -7% | 11%
O=C(COc1ccccc1F)OCC(=O)N1CCc2ccccc21 | 1% | 18% | 1 | 0% | -1% | 2% | 3% | 3% | 5%
O=C1c2cccc3cc([N+](=O)[O-])cc(c23)C(=O)N1/N=C/c1ccc(O)cc1O | 2% | 6% | -4 | 16% | 18% | -31% | -28% | nt | nt
Cc1ccc(-n2c(N)cc(=O)nc2SCC(=O)N2CCN(c3ccccc3)CC2)cc1 | -7% | 2% | -14 | 23% | 0% | ? | -34% | 0% | nt
CCCCSCCCNC(=O)c1c[nH]c2ccc(S(=O)(=O)Nc3cccc(OC)c3)cc2c1=O | 10% | 37% | -2 | 2% | -7% | 2% | -9% | -1% | -7%[59 µM]
O=C(C1CCN(S(=O)(=O)c2cccc3nsnc23)CC1)N1CC=C(c2ccccc2)CC1 | -1% | 15% | 4 | -1% | 1% | ? | -23% | 31%[activator] | -7%[0.0925 µM]
CC(=O)O[C@@H]1[C@@H](O)[C@@H](O)[C@H](Oc2c(-c3ccc(O)cc3)oc3c(CC=C(C)C)c(O)cc(O)c3c2=O)O[C@H]1C | -10% | -1% | 2 | 11% | -6% | nt | ? | -1% | nt
Cc1ccc(S(=O)(=O)N(CC(=O)N2CCOCC2)CC(=O)N2CCOCC2)cc1 | 3% | 28% | -1 | 4% | 11% | 8% | -3% | -1% | 1%[59 µM]
O=C(NCC1(N2CCCCC2)CCCCC1)c1cccc(S(=O)(=O)Nc2ccc(F)cc2)c1 | -7% | 13% | -1 | 13% | 20% | 4% | -24% | 0% | 14%[12.7 µM]
Cn1nnnc1SCCNCc1ccc(F)cc1 | 2% | -2% | -3 | -1% | -1% | 7% | 0% | -5% | 2%[59 µM]
COc1ccc(CCNC(=O)C2CCN(S(=O)(=O)c3ccc(C)cc3)CC2)cc1 | -1% | 41%[activator] | -4 | -4% | -3% | -26% | -5% | 3% | 9%[59 µM]
CCOc1ccc(C(=S)NC2CCCCC2)cc1OC | 4% | ? | -2 | -8% | -4% | -5% | ? | 1% | 13µM*
Fc1ccccc1COc1ccc(/C=N/NC(=S)NCc2ccccc2)cc1 | -2% | 42%[activator] | 2 | 3% | -4% | 10% | -24% | 2% | 11%[59 µM]
Cc1cc(NS(=O)(=O)c2ccc(NC(=O)C(C(C)C)N3C(=O)c4ccccc4C3=O)cc2)nc(C)n1 (centres undefined) | i | 9% | 0 | 5% | nt | -6% | -16% | 11% | nt
